HIV fusion peptide: inhibitors of HIV fusion peptide binding, primary screen, biochemical, uHTS, fluorescence dequenching (AID 1986); 0.3% of 290,000 active; inhibition, % at 20 µM, or IC50 in µM where a hit was titrated; cell-free peptide binding, fluorescence dequenching, 30 min; higher % means a stronger effect; in the data active means inhibition mostly above about 52%, no sharp cut-off; inactive means mostly below about 76%; further: some results filed as inactive read as strong as hits
Siah-1 displacement: Siah-1 peptide-binding antagonists, primary screen, biochemical, fluorescence polarization, rhodamine-plectin, uHTS (AID 1817); Siah-1 / rhodamine-plectin peptide fluorescence polarization; higher % means a stronger effect; displacement, % at 20 µM; hits with a dose series show IC50 in µM; 0.02% of 290,000 active;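 active means displacement of at least 50% at 20 µM, with a fluorescence ratio check between 0.3 and a set limit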;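 further: plate controls were Siah plus tracer with DMSO for no effect and tracer alone without Siah for full effect; strong numbers were not always called active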
NOD2 inhibition: NOD2 signaling inhibitors, cell-based, luminescence, uHTS, HEK293 (AID 1566). inhibition, % at 4 µM; hits with a dose series show EC50 in µM. HEK293 NOD2/NF-kB luciferase reporter, luminescence; higher % means a stronger effect. 0.63% of 290,000 active; further: many of its hits are not listed in these tables
Myeloid diff MLP: promotes myeloid progenitor differentiation; ER-HoxA9 myeloid progenitors, lysozyme-GFP differentiation, flow cytometry; calls only at 10 µM; 1% of 360,000 active; AID 624256;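 active means normalized GFP-positive differentiation at or above the plate's own cutoff, the solvent-only control mean plus 3 SD; inconclusive means no clear call, values can overlap the other calls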;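 further: cells exposed to compound for four days before flow analysis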
AID2073: disruptors of CaV2.2 binding to Mint1 – biochemical, HTRF (AID 2073) | HTRF protein-protein interaction, Mint1-CaV2.2; higher % means a stronger effect | inhibition, % at 20 µM, or IC50 in µM where a hit was titrated | 0.19% of 290,000 active; in the data active means inhibition mostly above about 51%, no sharp cut-off; inconclusive means no clear call, values can overlap the other calls; inactive means mostly below about 53%; further: some results filed as inactive read as strong as hits
Dengue-2 NS5 capping: Dengue-2 NS5 methyltransferase inhibitors, primary screen, biochemical, confirmation dose response (AID 588689). inhibition, % at 25 µM, or IC50 in µM where a hit was titrated. Dengue-2 NS5 methyltransferase capping enzyme assay, biochemical; higher % means a stronger effect. 0.3% of 340,000 active; in the data active means a potency from the dose series; inconclusive means inhibition above about 29% without an active follow-up result
Hep lipid drop: modulators of hepatic lipid droplet formation. AML12 mouse hepatocytes, oleate lipid droplets, BODIPY imaging. inhibition, % at 6.5 µM. 0.4% of 240,000 active. AID 1656;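 active means lipid droplet intensity inhibited by at least 50%, with more than 500 cells counted; inconclusive means wells with under 300 cells, treated as cytotoxic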
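Assay system: AML12 mouse liver cells | Compound dosing: One dose, 6.5 µM compound | Read-out basis: Droplet intensity reduction, % inhibition | Measured by: Fluorescence imaging, 20x objective, two fields per well | Schedule: Overnight treatment with compound plus oleate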
XIAP antagonists: small molecules displacing peptide from XIAP – biochemical, IAP family, fluorescence polarization (AID 1018); 0.007% of 200,000 active; one-dose displacement, % at 20 µM; IC50 in µM for titrated hits; XIAP BIR domain, fluorescence polarization peptide displacement; higher % means a stronger effect; in the data active means displacement above about 50%; further: a part of the inactive calls stands beside numbers as strong as those of hits
LYP inhibition: inhibitors of LYP phosphatase, biochemical, fluorescence intensity, uHTS (AID 1779); inhibition, % at 11.5 µM, or IC50 in µM where a hit was titrated; 0.054% of 290,000 active; recombinant LYP phosphatase, fluorescence intensity; higher % means a stronger effect;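 further: plate controls were vehicle with enzyme for no effect and no enzyme for full effect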
Hep lipid drop cells 6.5 µM: recorded beside Hep lipid drop, whose call it bears; cell count; measured here: cell count, cytotoxicity flag;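 cells counted across two imaged fields per well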
Dengue-2 NS5 capping pilot replicate: second read-out of Dengue-2 NS5 capping, no call of its own (marks repeat the call); inhibition, %; measured here: pilot screen replicate inhibition
Myeloid diff MLP GFP+ MAC1+ %: also measured in Myeloid diff MLP; calls as there; GFP+ MAC1+ double positive, %; measured here: differentiation confirmed by MAC1 staining
* marks the source's active call; other numbers are inactive results; i = inactive; ? = inconclusive; nt = not tested or not shown. Unless noted, no stated cut-off is given here; in the data, active means inhibition above about 50%; inactive means the rest.

Start of the listing, in advance:
SMILES	HIV fusion peptide	Siah-1 displacement	NOD2 inhibition	Myeloid diff MLP	Myeloid diff MLP GFP+ MAC1+ %	AID2073	Dengue-2 NS5 capping	Hep lipid drop	Hep lipid drop cells 6.5 µM	XIAP antagonists	LYP inhibition	others
CC1(C)Cc2c(sc3nnn(Cc4ccc(Cl)cc4)c(=O)c23)CO1	-2.0%	0%	-4%	i	0.8	-5%	-8%	-9	579	-2.9%	0%
CCN(c1ccccc1)S(=O)(=O)c1ccc2[nH]c(=O)[nH]c2c1	13%	-4%	11%	i	0.4	-3%	-1%	-16	700	-7.2%	-10%
COc1ccc(-c2nc3c(-c4ccccc4)cnn3cc2C)cc1F	1.2%	6%	-16%	i	0.4	13%	-4%	16	735	-2.8%	-3%
NS(=O)(=O)c1ccc(CNC(=O)C2(c3ccc(Cl)cc3)CC2)cc1	1.0%	2%	13%	i	1.4	16%	6%	-16	657	0.6%	-7%
CCOC(=O)N1CCN(S(=O)(=O)c2ccc3[nH]c(=O)sc3c2)CC1	2.2%	4%	12%	i	0.4	2%	-4%	0	740	-2.6%	-5%
COc1cc(/C=N/N=C2/C(=O)Nc3ccccc32)cc(OC)c1O	-2.1%	1%	-49%	i	0.1	-8%	-2%	0	581	-1.0%	1%
Nn1c(SCC(=O)NCCCc2ccccc2)nnc1-c1cccnc1	-0.6%	11%	-12%	i	0.2	-8%	-3%	1	738	nt	-6%
COc1ccc(-n2nc3c(c2NC(=O)C24CC5CC(CC(C5)C2)C4)CS(=O)C3)cc1 (centres undefined)	-1.7%	-2%	0%	i	1.9	-6%	-1%	nt	nt	-2.1%	-8%

The listing, from the start:
SMILES	HIV fusion peptide	Siah-1 displacement	NOD2 inhibition	Myeloid diff MLP	Myeloid diff MLP GFP+ MAC1+ %	AID2073	Dengue-2 NS5 capping	Hep lipid drop	Hep lipid drop cells 6.5 µM	XIAP antagonists	LYP inhibition	others
CC1(C)Cc2c(sc3nnn(Cc4ccc(Cl)cc4)c(=O)c23)CO1	-2.0%	0%	-4%	i	0.8	-5%	-8%	-9	579	-2.9%	0%
CCN(c1ccccc1)S(=O)(=O)c1ccc2[nH]c(=O)[nH]c2c1	13%	-4%	11%	i	0.4	-3%	-1%	-16	700	-7.2%	-10%
COc1ccc(-c2nc3c(-c4ccccc4)cnn3cc2C)cc1F	1.2%	6%	-16%	i	0.4	13%	-4%	16	735	-2.8%	-3%
NS(=O)(=O)c1ccc(CNC(=O)C2(c3ccc(Cl)cc3)CC2)cc1	1.0%	2%	13%	i	1.4	16%	6%	-16	657	0.6%	-7%
CCOC(=O)N1CCN(S(=O)(=O)c2ccc3[nH]c(=O)sc3c2)CC1	2.2%	4%	12%	i	0.4	2%	-4%	0	740	-2.6%	-5%
COc1cc(/C=N/N=C2/C(=O)Nc3ccccc32)cc(OC)c1O	-2.1%	1%	-49%	i	0.1	-8%	-2%	0	581	-1.0%	1%
Nn1c(SCC(=O)NCCCc2ccccc2)nnc1-c1cccnc1	-0.6%	11%	-12%	i	0.2	-8%	-3%	1	738	nt	-6%
COc1ccc(-n2nc3c(c2NC(=O)C24CC5CC(CC(C5)C2)C4)CS(=O)C3)cc1 (centres undefined)	-1.7%	-2%	0%	i	1.9	-6%	-1%	nt	nt	-2.1%	-8%
O=C(CN(C(=O)CCC(=O)Nc1ccccn1)c1cccc(F)c1)NCc1ccc(F)cc1	1.1%	4%	-6%	i	0.9	0%	-6%	-7	835	nt	-6%
Cc1cc(C(=O)NCCc2ccc(S(N)(=O)=O)cc2)c(C)o1	-1.6%	1%	-2%	i	0.4	0%	-12%	-5	799	nt	-12%
CN1CCc2c(sc3c2C(=O)NC(c2ccccn2)N3)C1 (centres undefined)	2.8%	4%	-24%	i	0.6	20%	28%	nt	nt	-2.7%	-3%
COc1ccc(NC(=O)c2ccc3c(c2)N(C)CCS3)cc1	-3.0%	-1%	-61%	i	1.3	12%	-5%	-1	820	nt	-5%
CCc1c(C(=O)c2ccc(Cl)cc2)oc2c(C)c3oc(=O)cc(C)c3cc12	0.8%	-1%	-19%	nt	nt	23%	nt	nt	nt	-3.5%	-6%
Nc1nnc(SCc2cccnc2)s1	0.2%	-6%	-6%	i	2.1	-4%	1%	-5	650	-6.2%	-4%
O=[N+]([O-])c1ccc(/C=N/Nc2ccnc3cc(Cl)ccc23)o1	7.7%	11%	13%	?	nt	25%	-40%	1	790	nt	-3%
COc1ccc([N+](=O)[O-])cc1NC(=O)COC(=O)C=C(C)C	1.2%	2%	32%	i	0.3	4%	-5%	-6	678	-4.2%	-5%
CCOC(=O)N1CCN(C(=O)Cc2ccc(Cl)cc2)CC1	2.5%	-3%	-19%	i	0.5	-3%	-3%	nt	nt	-2.4%	0%
Cc1c(NC(=O)COc2cccc(Br)c2)c(=O)n(-c2ccccc2)n1C	-0.5%	0%	-6%	i	0.2	-4%	2%	-20	699	nt	-8%
CSc1ccc(S(=O)(=O)NCCSC(C)(C)C)cc1	-1.2%	3%	16%	i	6.1	-5%	-7%	-16	745	-2.9%	-3%
O=C1CN(S(=O)(=O)c2ccc(F)cc2)CC(=O)N1CCc1ccccc1	0.1%	-3%	-4%	nt	nt	2%	nt	nt	nt	-7.9%	-7%
Cc1cccc(NC(=O)c2cc(-c3cc(Cl)ccc3O)n[nH]2)c1	-3.3%	-6%	-23%	i	0.7	13%	1%	1	705	nt	-8%
c1cncc(C(c2nnnn2C2CCCCC2)N2CCCCC2)c1 (centres undefined)	-0.3%	0%	-11%	i	2.0	-5%	-4%	-15	665	-3.3%	-5%
COc1ccc(OC)c(/C=N/N2CCN(c3ccc(Cl)cc3)CC2)c1	-0.2%	0%	19%	i	0.9	4%	-3%	-8	823	nt	-6%
O=C(Cn1cnc2ccccc2c1=O)OCCCCN1C(=O)c2ccccc2C1=O	1.8%	4%	-6%	i	1.5	18%	-1%	nt	nt	-3.1%	-1%	Dengue-2 NS5 capping pilot replicate=1.5
CCc1cc2c(=O)c(-c3nc4ccccc4[nH]3)coc2c(CN2CCCCC2C)c1O (centres undefined)	18%	4%	19%	i	0.3	42%	-6%	-2	714	nt	14%

Following part.
SMILES	HIV fusion peptide	Siah-1 displacement	NOD2 inhibition	Myeloid diff MLP	Myeloid diff MLP GFP+ MAC1+ %	AID2073	Dengue-2 NS5 capping	Hep lipid drop	Hep lipid drop cells 6.5 µM	XIAP antagonists	LYP inhibition	others
COc1ccc(-c2csc(NC(=O)CN3C(=O)CCC3=O)n2)cc1	1.0%	0%	10%	i	0.9	-2%	-15%	-2	715	-6.0%	-1%
COc1cc(C(=O)Oc2ccccc2/C=N/NC(=O)c2ccc(Cl)cc2Cl)cc(OC)c1OC	-0.7%	5%	-34%	i	0.8	4%	-5%	11	658	0.6%	-1%
CCCCN1C(=O)C(=Nc2cccc3cnccc23)c2ccccc21	-5.2%	8%	5%	i	0.2	24%	-10%	-1	687	-6.0%	-1%
O=C(/C=C/c1cccs1)NC(=S)Nc1ccccc1	0.9%	1%	2%	i	0.4	-10%	-3%	0	732	-19%	16%
COc1cc(C(C)=O)ccc1OCC(O)CN1CCN(c2cc(C)cc(C)c2)CC1 (centres undefined)	-0.5%	-2%	16%	i	0.3	11%	-11%	-7	780	nt	-6%
COC(=O)C1CCN(C(=O)/C=C/c2ccc(OC)cc2)CC1	0.8%	0%	-40%	i	0.8	-15%	1%	3	805	-5.7%	-2%
O=C(NNC(=S)NCc1ccc(Cl)cc1)c1ccc(Br)o1	-0.4%	-7%	-4%	i	0.3	-13%	-5%	0	574	-6.2%	-2%
Cc1c(Cl)cccc1NC(=S)NN	-0.3%	5%	-3%	i	0.0	-19%	-9%	nt	nt	-4.8%	-2%
O=C(ON=C1CCN(S(=O)(=O)c2ccccc2)CC1)c1cccc(Cl)c1	-2.4%	2%	17%	i	0.4	-1%	-2%	6	758	-7.5%	-5%
Cc1cc(NC(=O)CSc2nc3ccccc3c(=O)n2CCCC(=O)NCc2ccco2)n[nH]1	0.0%	5%	19%	i	1.0	17%	1%	nt	nt	-2.0%	2%
O=C1CCCN2N=C(SCC(=O)Nc3ccc(OC(F)(F)F)cc3)SC2=N1	-0.6%	4%	26%	i	0.9	2%	-1%	4	809	nt	-4%
CCC(=O)Nc1ccc(-c2nnc(SCC(=O)Nc3nccs3)n2C)cc1	-2.9%	3%	13%	i	0.7	-10%	-5%	nt	nt	-3.5%	-5%	Dengue-2 NS5 capping pilot replicate=-0.6
O=C(NCCS(=O)(=O)c1ccc(Br)cc1)c1ccccc1	2.8%	10%	0%	i	2.5	9%	0%	-1	817	nt	-9%
Clc1ccc2nc3c4ccccc4cnn3c2c1	0.0%	-5%	-231%	i	0.6	6%	-5%	-5	740	1.9%	-7%
Cn1c(=O)c2c(c3ccccc31)OC(=O)CC2c1cccnc1 (centres undefined)	-0.1%	-4%	24%	i	0.7	0%	1%	19	713	-17%	-11%
CNC(=O)C1Cc2ccccc2CN1S(=O)(=O)c1ccc(OC)c(OC)c1 (centres undefined)	-3.0%	-2%	-10%	i	0.7	19%	-2%	3	811	nt	-8%
CCN(CC)c1ccc(C(=O)OCC(=O)N(C)Cc2ccccc2)cc1	-0.3%	9%	-7%	i	0.3	12%	0%	11	718	3.0%	7%
CCOC(=O)c1ccc(Oc2nc(NC)nc(OC)n2)cc1	4.2%	0%	1%	i	1.0	8%	-2%	-4	650	-0.2%	-6%
Cc1ccc(CNC(=O)CSCC(=O)O)cc1	-1.5%	4%	8%	i	1.7	-2%	-14%	12	789	-5.7%	-6%
Cc1nc2cc(NC(=O)NCc3ccco3)ccc2o1	-2.2%	-4%	3%	i	2.4	10%	7%	-3	546	-1.0%	-11%
CCOC(=O)c1c(NC(=O)CSc2nnc(Cc3ccccc3)o2)sc(C)c1C	2.9%	22%	7%	i	1.6	-4%	-5%	-15	757	-0.3%	-5%
Cc1ccsc1/C=N/NC(=O)c1ccncc1	0.0%	-4%	-8%	nt	nt	9%	-1%	6	727	-2.7%	1%
COc1ccc(OCC(=O)Nc2ccc3c(c2)nc(CCN2CCN(C)CC2)n3C)cc1	0.8%	-4%	23%	i	1.8	1%	3%	3	735	nt	-18%
Cn1c2c(c(=O)n(C)c1=O)C(c1cccc([N+](=O)[O-])c1)Nc1ccccc1O2 (centres undefined)	-1.7%	-4%	-1%	i	0.9	-9%	-7%	nt	nt	-7.9%	-7%
COc1ccc(-c2cc(-c3nnc(COC(=O)CC4CCCC4)o3)c3ccccc3n2)cc1OC	5.9%	1%	11%	i	0.1	34%	nt	-14	675	-2.9%	-3%
O=C1OCCC1Sc1nnc(-c2ccco2)n1-c1ccccc1 (centres undefined)	2.5%	2%	2%	i	0.5	-8%	1%	17	779	12%	-3%
CN(C)/C=N/C(=S)Nc1ccccc1Cl	-1.0%	-5%	-15%	i	0.5	12%	-7%	3	700	5.2%	-10%

Some of the compounds tested. The share of hits here may be higher or lower than overall.
